Screening results (PubChem BioAssay)
NTR1 agonist: agonists of NTR1, primary screen, imaging, U2OS cells, beta-arrestin-GFP, high content (AID 493036) | P30989 | NTR1-U2OS beta-arrestin-GFP spot imaging, agonist mode | activation, % at 20 µM | hit rate 0.17% among 330,000;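 active = activation at or above 40% of the spot to cytoplasm intensity ratio, with at least 20 cells analyzed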;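 note: 0% = DMSO without peptide and 100% = 100 nM NTR1 peptide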
Target sequence (P30989 whole entry, looked up): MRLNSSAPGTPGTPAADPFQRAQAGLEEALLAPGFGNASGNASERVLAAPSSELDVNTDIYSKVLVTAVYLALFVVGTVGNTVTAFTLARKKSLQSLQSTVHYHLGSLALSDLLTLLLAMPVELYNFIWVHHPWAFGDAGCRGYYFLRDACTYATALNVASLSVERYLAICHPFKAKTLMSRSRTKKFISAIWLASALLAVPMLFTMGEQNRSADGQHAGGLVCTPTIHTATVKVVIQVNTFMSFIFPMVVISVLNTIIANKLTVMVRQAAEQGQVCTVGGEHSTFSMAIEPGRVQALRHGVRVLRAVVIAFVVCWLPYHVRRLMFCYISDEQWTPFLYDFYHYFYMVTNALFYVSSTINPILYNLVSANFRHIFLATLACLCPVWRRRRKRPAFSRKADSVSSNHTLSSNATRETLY
AID2073: inhibitors of Mint1-CaV2.2 protein interaction, biochemical, HTRF (AID 2073). hit rate 0.19% among 290,000. HTRF protein-protein interaction, Mint1-CaV2.2; higher % means a stronger effect. inhibition, % at 20 µM; hits with a dose series show IC50 in µM; in the data active = inhibition mostly above about 51%, no sharp cut-off; note: some results filed as inactive read as strong as hits
Yfh1-off respiration: mitochondrial function rescue without frataxin homolog – Friedreich's ataxia, plus single-dose screen, dose response (AID 1465); S. cerevisiae Yfh1-off respiration, WST-1 reduction, 72 h; higher fold induction means a stronger effect; one-dose fold induction at 50 µM; EC50 in µM for titrated hits; hit rate 0.074% among 220,000;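 active = fold induction of absorbance versus untreated yeast above a set limit, then at least 30% activation at any dose in follow-up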;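 note: activators that raise dye reduction in frataxin-depleted yeast; strong numbers were not always called active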
NS5 inhibitors: Dengue-2 NS5 methyltransferase inhibitors, primary screen, biochemical, confirmation dose response (AID 588689). Dengue-2 NS5 methyltransferase capping enzyme assay, biochemical; higher % means a stronger effect. one-dose inhibition, % at 25 µM; IC50 in µM for titrated hits. hit rate 0.3% among 340,000; in the data active = a potency from the dose series
GPR55 beta-arrestin: GPR55 agonists via beta-arrestin recruitment, primary screen, imaging, U2OS cells, beta-arrestin-GFP redistribution (AID 1961). one-dose activation, % at 10 µM; EC50 in µM for titrated hits. hit rate 0.048% among 290,000. U2OS GPR55 beta-arrestin-GFP redistribution imaging; higher % means a stronger effect;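 active = activation above 40% with more than 50 cells counted in the well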;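 note: U2OS osteosarcoma cells stably expressing GPR55 and beta-arrestin-GFP; plate controls were DMSO negative control for no effect and LPI positive control for full effect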
GPR35 arrestin U2OS: inhibition of zaprinast-stimulated GPR35 beta-arrestin translocation – imaging, U2OS, beta-arrestin-GFP, zaprinast agonist, primary screen (AID 2058) | U2OS GPR35 beta-arrestin-GFP translocation imaging, zaprinast antagonism; higher % means a stronger effect | inhibition, % at 10 µM, or IC50 in µM where a hit was titrated | hit rate 0.052% among 290,000;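 active = inhibition of at least 50% with at least 30 cells and total cytoplasm GFP at most 10,000,000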
GPR55 antagonists: GPR55 antagonists blocking LPI-driven arrestin recruitment, primary screen, imaging, U2OS, beta-arrestin-GFP, LPI agonist (AID 2013); U2OS GPR55 beta-arrestin-GFP translocation imaging, LPI antagonism; higher % means a stronger effect; inhibition, % at 10 µM, or IC50 in µM where a hit was titrated; hit rate 0.13% among 290,000;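 active = spots per cell inhibited over 60%, with over 100 cells counted and total cytoplasm intensity under 500,000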;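 note: U2OS cells stably carrying GPR55 and arrestin-GFP stimulated by 5 µM LPI near EC80; imaged beta-arrestin-GFP aggregate spots per cell after agonist stimulation; plate controls were LPI-stimulated DMSO wells for no effect and DMSO wells without LPI for full effect; some results filed as inactive read as strong as hits; confirmed hits need IC50 under 10 µM and bright autofluorescent wells are also inconclusive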
MgcRacGAP inhibition: MgcRacGAP GTPase-activating activity inhibitors, confirmation, biochemical, ADP Hunter fluorescence. MgcRacGAP-stimulated Rac1 GTP hydrolysis, ADP Hunter fluorescence; higher % means a stronger effect; GST-tagged Rac1 F28L mutant substrate. hit rate 0.6% among 340,000. inhibition, % at 30 µM; hits with a dose series show IC50 in µM;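 active = first-screen hits whose inhibition reached a set limit at any dose in the follow-up dose series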;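 note: fluorescence reports GDP produced by GAP-driven GTP hydrolysis; strong numbers were not always called active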
Large T inhibition: SV40 large T antigen inhibitors, biochemical (AID 1903). SV40 large T antigen ATPase/helicase inhibition assay; higher % means a stronger effect. one-dose inhibition, % at 20 µM; IC50 in µM for titrated hits. hit rate 0.39% among 310,000; in the data active = a potency from the dose series; note: strong numbers were not always called active
NTR1 agonist cell count 20 µM: recorded beside NTR1 agonist, whose call it bears; cell count; measured here: cell count, cytotoxicity flag
NS5 inhibitors pilot replicate: second read-out of NS5 inhibitors, no call of its own (marks repeat the call); inhibition, %; measured here: pilot screen replicate inhibition
Starred values were filed as active, the others as inactive; i = inactive; . = not tested or not shown; & = joins results of further samples.

SMILES	NTR1 agonist	NTR1 agonist cell count 20 µM	AID2073	Yfh1-off respiration	NS5 inhibitors	GPR55 beta-arrestin	GPR35 arrestin U2OS	GPR55 antagonists	MgcRacGAP inhibition	Large T inhibition	others
O=[N+]([O-])c1ccc(NC(=S)NCc2ccc(F)cc2)cc1	8.0	52	-11%	.	4%	-0.3%	5%	9%	11%	0%
c1nc(N2CCC3(CC2)OCCO3)c2c3c(sc2n1)CCCC3	0.3	36	-3%	i	-1%	-0.3%	-12%	7%	12%	5%
O=C(c1cccs1)N1CCN(S(=O)(=O)c2ccc(F)cc2)CC1	0.1	37	4%	i	.	0.4%	9%	10%	.	2%
CCCCn1c(=O)[nH]c(=O)c2c1nc(COC(=O)c1c(C)noc1C)n2CCC	0.6	63	0%	i	1%	-0.1%	-3%	4%	8%	1%
CCN(CC)CCNC(=S)Nc1ccc(F)cc1	-0.9	44	-21%	i	-2%	-0.2%	3%	-3%	2%	27%
O=S(=O)(NC(=NCCc1ccc(Cl)cc1)c1ccccc1Cl)c1cccs1	3.7	90	2%	i	-8%	0.2%	13%	9%	-3%	0%
COCCCNC(=O)c1ccc(C2SCC(=O)N2Cc2ccco2)cc1 (stereo unspecified)	2.3	56	8%	i	-8%	-0.3%	-7%	-3%	0%	9%
COC(=O)Cc1c(C)nc2nc(Cc3ccccc3)[nH]n2c1=O	-0.5	76	1%	i	-5%	-0.1%	14%	5%	7%	-5%
COc1ccc(S(=O)(=O)N2CC(C(=O)O)Oc3ccccc32)cc1 (stereo unspecified)	0.9	90	3%	.	-5%	0.0%	4%	14%	5%	7%
Cc1ccc(/C=C/S(=O)(=O)NCC(=O)OCC(=O)Nc2ccc(C(N)=O)cc2)cc1	-0.2	54	.	.	9%	.	.	.	0%	14%
Nn1c(SCC(=O)Nc2ccc(S(N)(=O)=O)cc2)nnc1C(F)(F)F	-1.6	63	6%	i	-9%	-0.1%	-1%	9%	6%	6%
O=C(OCc1ccc(Br)cc1)c1cnc(Cl)c(Cl)c1	14	36	2%	.	-3%	-0.1%	1%	4%	3%	6%
O=C(O)Cc1ccc2ocnc2c1	-2.1	71	-2%	i	1%	-0.2%	-2%	14%	-2%	19%
NS(=O)(=O)c1cccc(NC(=O)COC(=O)CCSc2ccccc2)c1	-0.1	45	-14%	i	0%	0.2%	0%	-7%	4%	9%
CCN1CCN(C(CC(C)C)c2nnnn2CS(=O)(=O)c2ccc(C)cc2)CC1 (stereo unspecified)	-0.6	33	-5%	i	4%	-0.1%	17%	3%	2%	.
CCC1(c2ccccc2)NC(=S)N(c2cccc(C)c2C)N1 (stereo unspecified)	1.3	73	-11%	i	52%	-0.2%	-2%	-7%	4%	13%
O=C(CCS(=O)(=O)c1ccccc1)Nc1nc2c(s1)CCCC2	0.1	92	-4%	i	-1%	0.3%	-4%	2%	3%	5%
Cc1cc(C(=O)NC2Cc3ccccc3C2)c(C)o1	-1.6	62	5%	i	2%	0.1%	7%	-5%	11%	21%
O=C(O)c1ccccc1Sc1ncnc2sccc12	0.3	54	1%	i	-1%	0.9%	-3%	-14%	10%	12%
CCCS(=O)(=O)N1CCN(Cc2ccccc2[N+](=O)[O-])CC1	-1.2	96	6%	i	-3%	-0.1%	18%	13%	23%	-2%
COc1ccc(CNC(=O)CNC(=O)[C@@H]2Cc3ccccc3CN2)cc1	0.1	52	4%	.	6%	0.3%	-5%	16%	4%	11%
COc1ccc(C2(CNC(=O)Cc3ccc(OC)c(OC)c3)CCOCC2)cc1	0.8	90	-5%	i	4%	-0.2%	3%	2%	8%	31%
Cc1ccc(-c2cc(C(=O)NCCCN3CCOCC3)c3ccccc3n2)cc1	1.3	64	.	.	-3%	.	.	.	5%	7%
NS(=O)(=O)c1cccnc1Nc1ccc(Cl)c(Cl)c1	1.9	65	-2%	.	1%	-0.2%	5%	8%	9%	1%
CC(NC(=O)COc1ccccc1)C(=O)OCC(=O)c1cc2ccccc2o1 (stereo unspecified)	-0.3	85	20%	i	-3%	-0.2%	-11%	7%	0%	19%
COc1ccc2c(c1)C(C)(CCN)C(=O)N2C (stereo unspecified)	2.1	50	.	i	-1%	.	.	.	8%	19%
NC(=O)CN1C(=O)C(=O)N(Cc2cccc(C(F)(F)F)c2)C1=O	0.7	79	3%	.	-2%	0.0%	12%	-2%	6%	4%
COc1ccc(CC2(CO)CCN(Cc3cnn(-c4ccccc4OC)c3)CC2)cc1	-1.6	53	12%	i	1%	0.0%	0%	2%	9%	0%
COc1cc(C(=O)N(C)C2CCCCC2)ccc1OC1CCN(C(C)=O)CC1	-0.8	59	-3%	.	0%	-0.1%	-6%	4%	10%	2%
Cc1oc2c(c1C(=O)NCc1cccnc1)C(=O)c1ccccc1C2=O	5.9	94	7%	.	.	-0.1%	11%	-10%	.	7%
Cc1cc(NC(=O)CN(C)S(=O)(=O)c2cccc(Cl)c2)no1	-0.2	36	5%	i	-4%	0.0%	16%	7%	5%	11%
Cc1cc(C)nc(NNC2=CC(=O)CC(C)(C)C2)n1	-1.2	84	12%	i	21%	0.2%	6%	-2%	-5%	9%
COCCCn1c(C(=O)N2CC(C)OC(C)C2)cc2c(=O)n3cccc(C)c3nc21 (stereo unspecified)	4.7	71	28%	.	3%	0.6%	6%	5%	-38%	11%
Cc1cccc(NC(=O)c2ccc(Cl)nc2)n1	1.7	70	5%	.	-3%	-0.1%	-10%	10%	9%	7%
CC1=CC2=NC(=O)CC(C)(C(=O)N(CC(=O)NC3CCCC3)c3ccccc3C)N2C=C1 (stereo unspecified)	-0.6	47	11%	i	-3%	-1.9%	8%	-5%	1%	8%
O=C(NCc1ccc(F)cc1)C1CCCN(C(=O)NCc2ccccc2)C1 (stereo unspecified)	1.1	58	-8%	.	-1%	-0.2%	-7%	-6%	8%	5%
CCOc1ccccc1NC(=O)N1CCC(c2nc3ccc(C)cc3[nH]2)CC1	-0.5	85	2%	i	-13%	0.1%	0%	-2%	9%	10%
Cc1ccc(-n2nnnc2Sc2nc([N+](=O)[O-])nn2C)cc1	0.7	67	1%	i	-6%	-0.3%	-2%	1%	13%	4%
CC(=O)NC(C)c1nc2ccccc2n1CC(=O)N1C(C)CCCC1C (stereo unspecified)	0.8	55	26%	i	2%	0.5%	2%	10%	6%	11%
Cc1ccc(NC(=O)COC(=O)Cc2cccs2)c(Br)c1	1.0	59	11%	.	-5%	-0.1%	0%	4%	4%	0%

Some of these compounds in order of length of the SMILES, high to low:
SMILES	NTR1 agonist	NTR1 agonist cell count 20 µM	AID2073	Yfh1-off respiration	NS5 inhibitors	GPR55 beta-arrestin	GPR35 arrestin U2OS	GPR55 antagonists	MgcRacGAP inhibition	Large T inhibition	others
CC1=CC2=NC(=O)CC(C)(C(=O)N(CC(=O)NC3CCCC3)c3ccccc3C)N2C=C1 (stereo unspecified)	-0.6	47	11%	i	-3%	-1.9%	8%	-5%	1%	8%
COc1ccc(C2(CNC(=O)Cc3ccc(OC)c(OC)c3)CCOCC2)cc1	0.8	90	-5%	i	4%	-0.2%	3%	2%	8%	31%
Cc1ccc(NC(=O)COC(=O)Cc2cccs2)c(Br)c1	1.0	59	11%	.	-5%	-0.1%	0%	4%	4%	0%

Additional results:
SMILES	NTR1 agonist	NTR1 agonist cell count 20 µM	AID2073	Yfh1-off respiration	NS5 inhibitors	GPR55 beta-arrestin	GPR35 arrestin U2OS	GPR55 antagonists	MgcRacGAP inhibition	Large T inhibition	others
CCc1ccc(C(=O)Nc2ccc3c(c2)n(C)c(=O)n3C)cc1	-0.1	62	4%	.	-10%	1.1%	-2%	14%	3%	11%
O=C(CCSc1nc(-c2ccco2)cc(C(F)(F)F)n1)NCCN1CCOCC1	-0.7	53	7%	i	-8%	0.8%	-2%	-5%	8%	.
CCN1CCc2nc(NC(=O)CC(c3ccccc3)c3ccccc3)sc2C1	-1.7	35	16%	i	-11%	0.2%	7%	-4%	9%	18%
O=C(Nc1ccn(Cc2cccc3ccccc23)n1)c1cccnc1	0.3	94	-9%	i	5%	-0.1%	52%	5%	8%	2%
Cn1c(=O)[nH]c(=O)c2c1nc(SCCN1CCOCC1)n2Cc1ccccc1	-0.8	61	0%	i	-7%	0.1%	-14%	19%	5%	2%
Fc1ccc(SCCc2ccncc2)cc1	-0.7&-5.5	84&17	-11%&-13%	i	-4%&-3%	-0.2%&-0.1%	8%&-1%	8%&6%	7%&-1%	22%&-1%
Cn1c(=O)c2c(nc(SCCN3CCCCC3)n2Cc2ccccc2)n(C)c1=O	-0.1	84	0%	i	3%	-0.2%	15%	-1%	12%	20%
COc1cc(C2CC(=O)c3cnc(NC(C)=O)nc3C2)cc(OC)c1OC (stereo unspecified)	-0.9	51	-3%	i	2%	-0.1%	0%	0%	9%	6%
Cc1ccccc1OCCCN1CCOCC1	1.3	82	7%	.	5%	0.4%	-4%	-14%	5%	-1%
COc1ccccc1N1CC(C(=O)OCC(=O)c2ccc(F)cc2)CC1=O (stereo unspecified)	0.7	80	12%	i	-8%	-0.2%	-12%	3%	11%	13%	NS5 inhibitors pilot replicate=-1.2
Cc1ccccc1Cn1c(C(=O)OC(C)C)cc2c1ccn2C	4.9	82	15%	i	-6%	-0.1%	-4%	44%	8%	8%
CCCCc1c(O)n2c(nc3ccccc32)[nH]c1=O	2.2	47	0%	i	-7%	-0.1%	14%	16%	5%	13%
CC(C)c1ccc([N+](=O)[O-])cc1S(=O)(=O)N1CCN(C)CC1	0.3	53	9%	.	1%	-0.1%	6%	2%	25%	8%
O=C(Nc1ccc(C2CCCCC2)cc1)C1CCCN(c2ncccn2)C1 (stereo unspecified)	1.6	99	-2%	i	1%	-0.3%	11%	6%	5%	.
COc1ccc(/C=C(/CC(=O)Nc2ccccc2)c2nc3ccccc3s2)cc1	-0.7	92	13%	i	-13%	-0.2%	0%	2%	3%	4%
COc1ccc(OCC(=O)Nc2ccccc2OC)cc1	-0.7	50	-1%	i	-3%	0.1%	3%	-7%	2%	-6%
CCCCn1c(N)c(N(CC(C)C)C(=O)CCS(=O)(=O)c2ccc(C)cc2)c(=O)[nH]c1=O	-0.8	62	.	.	1%	.	.	.	-1%	20%
CCCn1c(NCc2ccco2)nc2ccccc21	1.1	69	-5%	i	-10%	-0.1%	6%	-8%	8%	0%
CCOc1ccccc1C(=O)NC(C(=O)Nc1ccccc1N1CCOCC1)C(C)C (stereo unspecified)	3.2	66	-15%	i	-1%	-0.1%	13%	18%	7%	10%
O=C(O)C(Cc1ccc(Cl)cc1)NS(=O)(=O)c1ccc(Cl)cc1 (stereo unspecified)	1.9	79	-6%	.	0%	0.0%	-2%	-2%	7%	5%
O=C(NC1CCCCC1)c1cc2nc(-c3ccco3)cc(C(F)(F)F)n2n1	.	.	17%	i	3%	-0.1%	9%	-5%	12%	8%

This is a random part of the collection; overall some 1.7% were active at least once.
